Assay outcomes from PubChem.
STK33 inh: blocks human STK33 kinase activity; inhibition, % at 10 µM; AID 2661; actives 0.073% (n = 320,000); Q9BYT3; purified STK33, MBP phosphorylation, ADP-Glo luminescence;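 active = inhibition at or above 25%, using the most active replicate where run in duplicate; inactive = inhibition below 25%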
Target sequence (Q9BYT3 whole entry, looked up): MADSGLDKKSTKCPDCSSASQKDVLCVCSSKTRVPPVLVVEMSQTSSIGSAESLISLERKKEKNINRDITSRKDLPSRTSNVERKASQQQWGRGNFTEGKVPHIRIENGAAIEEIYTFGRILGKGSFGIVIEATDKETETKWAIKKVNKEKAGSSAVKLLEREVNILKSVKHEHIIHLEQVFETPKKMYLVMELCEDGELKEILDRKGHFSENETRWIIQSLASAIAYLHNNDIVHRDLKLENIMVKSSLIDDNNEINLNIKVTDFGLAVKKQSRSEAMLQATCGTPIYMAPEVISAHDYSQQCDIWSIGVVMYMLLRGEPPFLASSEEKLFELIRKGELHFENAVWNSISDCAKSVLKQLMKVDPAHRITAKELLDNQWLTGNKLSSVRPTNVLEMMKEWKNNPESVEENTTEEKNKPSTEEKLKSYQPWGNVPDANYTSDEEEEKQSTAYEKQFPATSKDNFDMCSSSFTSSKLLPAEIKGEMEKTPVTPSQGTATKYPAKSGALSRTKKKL
Kir21 inh: Kir2.1 (mouse) channel inhibition. actives 0.85% (n = 310,000). HEK293-Kir2.1, FluxOR thallium flux fluorescence; stronger effect = lower value. B-score at 10 µM;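 active = fluorescence ratio B-score at or below minus 3 SD of library scores, with starting-brightness B-score within 2 SD, cut at about -4.2 in these data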;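 note: channel flux triggered by added potassium and thallium sulfate stimulus; B-score of peak minus minimum fluorescence over baseline after thallium stimulus; more negative B-score means stronger Kir2.1 block with less thallium influx; some compounds called inactive have numbers as strong as hits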
Target sequence (P35561 whole entry, looked up): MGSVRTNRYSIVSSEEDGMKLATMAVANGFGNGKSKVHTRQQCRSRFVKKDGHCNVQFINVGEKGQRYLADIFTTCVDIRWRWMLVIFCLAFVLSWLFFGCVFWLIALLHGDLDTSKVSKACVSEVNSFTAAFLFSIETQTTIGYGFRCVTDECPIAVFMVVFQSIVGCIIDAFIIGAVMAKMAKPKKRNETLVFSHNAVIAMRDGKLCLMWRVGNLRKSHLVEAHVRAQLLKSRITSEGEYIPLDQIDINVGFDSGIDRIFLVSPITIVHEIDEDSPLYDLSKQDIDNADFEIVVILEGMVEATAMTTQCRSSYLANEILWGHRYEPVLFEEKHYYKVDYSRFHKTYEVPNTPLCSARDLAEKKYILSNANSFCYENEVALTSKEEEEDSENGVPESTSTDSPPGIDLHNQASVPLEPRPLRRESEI
* marks the source's active call; other numbers are inactive results; · = no result given.

SMILES | STK33 inh | Kir21 inh
Cc1ccccc1Cn1c(C(=O)OC(C)C)cc2c1ccn2C | -1.6 | -2.94
CN(C)CCCNC(=O)c1cc(C(=O)C2CCCCC2)c[nH]1 | -0.3 | 0.11
CC1=C(C(=O)NCc2ccccc2)C(c2cc(Br)cc(Br)c2OC(C)C)NC(=O)N1 (stereo not given) | -0.4 | -1.51
Cc1cc(Cl)c(S(=O)(=O)NC(C)C)cc1OCC(N)=O | -0.2 | -0.03
COC(=O)Cc1ccc(N(Cc2ccccc2F)S(=O)(=O)c2ccc(Cl)cc2)cc1 | -0.9 | 0.71
CCCCn1c(N)c(N(Cc2ccccc2OC)C(=O)COc2ccccc2OC)c(=O)[nH]c1=O | · | -0.27
O=C(O)CCc1ccc(-c2ccccc2)o1 | -1.1 | -1.21
O=C1c2ccccc2C(=O)N1c1ncn[nH]1 | -1.1 | 1.68
COC(=O)c1ccc(S(=O)(=O)NCc2ccc(OC)cc2)n1C | -0.2 | 2.43
O=C(c1cnc2sccn2c1=O)N(Cc1ccccc1)c1ccccn1 | -2.2 | 2.8
COc1ccc(OCC(=O)Nc2ccc(NC(=O)c3cccs3)cc2)cc1 | 0.5 | 2.51
COc1cc(Cl)c(C)cc1NC(=O)COC(=O)c1cc[n+]([O-])cc1 | 0.7 | 1.08
Cc1ccc(C2CN(c3ccccc3)CC2C(=O)c2ccc(F)cc2)cc1 (stereo not given) | -0.4 | -0.16
CCCCCCN(C(=O)CCCCCN1C(=O)NC(c2ccc(-c3ccccc3)cc2)C(C(=O)OCc2ccccc2)=C1C)C(C(=O)NCCCC)c1ccc(OCC(=O)OC)cc1 (stereo not given) | -0.9 | -0.57
CC(NC(=O)CN(C)CC(=O)Nc1ccc(F)c(F)c1F)c1ccccc1 (stereo not given) | -0.4 | -0.14
Cc1cc(N)n(-c2ccc(Oc3ccccc3)c(S(=O)(=O)O)c2)n1 | · | -0.12
CCCCOc1ccc(-c2c(C#N)c(N)[nH]c(=S)c2C#N)cc1 | 1.4 | 1.21
CCc1ccc(N2CC(O)(c3cccs3)[N+]3=C2SCCC3)cc1 (stereo not given) | -0.5 | -1.03
Cc1ccc(C)c(CSc2nnc(-c3cccs3)n2Cc2ccco2)c1 | 0.4 | -5.05*
COc1ccc(C(C(=O)NC2CCCC2)N(Cc2ccccc2)C(=O)CNC(=O)c2ccco2)cc1 (stereo not given) | -1.0 | -0.01
Cc1ccc(S(=O)(=O)N2CCC(NC(=O)c3cccnc3)CC2)cc1Cl | 2.5 | 0.78
O=C(NNc1c2ccccc2nc2ccccc12)c1cccc(O)c1 | 2.9 | 0.37
O=C(NCCCN1CCOCC1)[C@@H]1CSC2c3ccccc3C(=O)N21 (stereo not given in full) | 1.8 | 2.45
COc1ccc(N2CC(NC(=O)Nc3ccccc3)CC2=O)cc1 (stereo not given) | -1.7 | 2.72
CC(Cc1ccccc1)C(=O)N(C)Cc1cccnc1 (stereo not given) | -0.3 | 0
CN(C)c1ccc(C(=O)c2ccc(N(C)C)c3ccccc23)cc1 | 0.4 | -0.01
O=C1/C(=C/c2ccncc2)SC(=S)N1C1CCS(=O)(=O)C1 (stereo not given) | -0.4 | 0.6
CC(=O)Oc1ccc(C(=O)Nc2cccc(C(=O)NC(C)(C)C)c2)cc1 | 1.5 | -4.12
COC(=O)C[C@H]1c2ccccc2S(=O)(=O)N1Cc1ccc(OC)cc1 | 0.4 | -2.67
CC1=C(N2CCCCC2)CCC1=O | -0.5 | -0.42
Cn1cc(/C=C2\SC(=O)NC2=S)c2ccccc21 | 0.1 | -2.13
Cc1ccc(NC(=S)NNC(=O)c2ccco2)cc1 | -2.0 | 0.6
COc1ccc(CCNC(=O)c2ccc(CNS(=O)(=O)c3ccc(C(C)(C)C)cc3)cc2)cc1OC | -0.7 | 2.36
CC(C)(C)OC(=O)C[C@@H]1C/C=C\C[C@H](CC(=O)N(CCO)Cc2ccccc2)C(=O)NC[C@H](c2ccccc2)OC1=O | 0.3 | ·
Cc1csc(=O)n1CCC(=O)OCC(=O)NNC(=O)c1ccccc1 | -0.1 | -1.05
CC(C)(C)NC(=O)CSc1nc2[nH]ncc2c(=O)[nH]1 | -0.2 | 0.43
CC1(C)Oc2ccc3ccc(=O)oc3c2C[C@H]1O | 0.7 | 0.2
CN(Cc1ccon1)C(=O)CCc1nnc(CCCCc2ccccc2)o1 | -0.4 | 1.99
COc1ccc(Cn2cnc3c(N)c(C)c(C)cc32)cc1 | -0.6 | -1.68
O=C(CNC(=S)N(Cc1ccccc1)Cc1ccccc1F)NCCc1ccc(Cl)cc1 | -2.7 | -1.01
Cc1cccc(N/C(N)=N/c2nc(C(F)(F)F)cc(=O)[nH]2)c1C | 0.7 | 0.89
COc1cc(NC(C)=O)ccc1-c1cc2ccccc2oc1=O | -1.5 | -0.1
CN(C)c1nc(=NCc2ccco2)ss1 | -1.6 | -0.81
COc1ccccc1/C=C\C=N\n1c(-c2ccc(Cl)cc2)n[nH]c1=S | 0.3 | -2.12
Clc1ccc(SCCCCN2CCNCC2)cc1 | -0.9 | -2.47
CCCCCCn1c2c(c(=N)c3c1CCC3)CCC2 | -1.0 | -0.68
CC1CCN(S(=O)(=O)c2ccc(NC(=O)C3CC3)cc2)CC1 | -0.4 | 2.4
O=C(NCc1ccco1)C1Cc2ccccc2CN1C(=O)c1ccco1 (stereo not given) | -1.1 | 0.93
CC1(C)CC(C)(c2ccc(O)cc2O)N(c2ccc3ccccc3c2)C(=S)N1 (stereo not given) | -0.9 | -0.83
CC1CC(C)CN(C(=O)Cn2c(=O)c3cccn3c3cccnc32)C1 (stereo not given) | -0.5 | -0.86

Profiles, quoted from the list.
`CCCCn1c(N)c(N(Cc2ccccc2OC)C(=O)COc2ccccc2OC)c(=O)[nH]c1=O` across the screens: STK33 inh: ·; Kir21 inh: -0.27
`COc1ccc(CCNC(=O)c2ccc(CNS(=O)(=O)c3ccc(C(C)(C)C)cc3)cc2)cc1OC` across the screens: STK33 inh: -0.7; Kir21 inh: 2.36
`CCc1ccc(N2CC(O)(c3cccs3)[N+]3=C2SCCC3)cc1` (stereo not given) across the screens: STK33 inh: -0.5; Kir21 inh: -1.03

Printed as active in Kir21 inh, of those listed so far:
SMILES | STK33 inh | Kir21 inh
Cc1ccc(C)c(CSc2nnc(-c3cccs3)n2Cc2ccco2)c1 | 0.4 | -5.05*

Next structures.
SMILES | STK33 inh | Kir21 inh
CCN(C(=O)COC(=O)c1cncc(Br)c1)C1CCS(=O)(=O)C1 (stereo not given) | -5.9 | 0.51
Cc1cc(NCCO)c2cc(O)ccc2n1 | -0.5 | 0.46
Fc1ccc(Cn2c(SCc3ccc(F)c(C(F)(F)F)c3)nnc2C(F)(F)F)cc1 | -1.5 | -0.37
COc1ccc(/C=C2/SC(=O)N(CCC(=O)Nc3ccc(C)cc3)C2=O)cc1OC | -2.6 | -0.4
CCCc1cc(C(=O)Nc2cc(Br)ccc2O)no1 | -0.6 | 0.11
Cc1ccc(/C=N/N2CCN(c3ccccn3)CC2)o1 | 0.7 | -0.57
COCc1c(C(N)=O)nnn1-c1nonc1N | -0.7 | -1.03
NNc1nc2sc3c(c2c(=O)n1-c1ccccc1)CCCC3 | -0.8 | 0.29
O=C1CC(C(=O)Nc2ccccc2)C2(CCCCC2)O1 (stereo not given) | -1.3 | -0.51
N#CCO/N=C/C(=O)Nc1ccc(F)cc1F | 0.8 | -0.81
Cc1onc(-c2ccccc2Cl)c1C(=O)Nc1nnc(-c2ccc(Br)cc2)s1 | -0.8 | -0.28
Cc1cc(NC(=O)c2cccc3ccccc23)cc(C)c1OCC(=O)N1CCOCC1 | 0.2 | -1.63
Fc1ccc(C2=CC(c3ccco3)n3nnnc3N2)cc1 (stereo not given) | -1.5 | -0.09
COc1ccc(Cl)cc1NC(=O)CN(C)Cc1ccc(OC)c(OC)c1 | 0.0 | -1.93
Cc1ccc(CN2C(=O)CCSc3ccc(Cl)cc32)cc1 | -1.4 | -1.31
Cc1cccc(C)c1OCc1nc2ccccc2c(=O)n1/N=C/c1c[nH]c2ccccc12 | 4.3 | -0.01
Cc1ccccc1C(=O)NC(NC(=O)c1ccccc1C)c1cccc([N+](=O)[O-])c1 | · | 0.18
O=C1CC(c2cccs2)Cc2nc(NC(=O)C3CC3)ncc21 (stereo not given) | -1.2 | -0.43
Cn1cnnc1SCC(=O)NNC(=O)c1ccc([N+](=O)[O-])cc1 | 1.1 | ·
Cc1nn(C)cc1C(C(=O)NC1CCCCC1)N(Cc1ccc(F)cc1)C(=O)c1cnccn1 (stereo not given) | -0.2 | -0.06
Cc1nc2ccccc2c2oc(C(=O)N3CCC(C)CC3)cc12 | -0.2 | -1.61
CC(C)(C)OC(=O)NCC(=O)N1CCC(C(=O)O)CC1 | -0.2 | 1.53
O=C(Cc1ccccc1)N1CCC2(CC1)NCCc1[nH]cnc12 | -0.8 | 1.69
COc1ccc(CN(C)C(=O)COC(=O)c2cc([N+](=O)[O-])ccc2N2CCCC2)c(OC)c1OC | -1.4 | ·
O=C(N/N=C\c1ccccc1)c1sccc1-n1cccc1 | 0.3 | -0.23

3 of the compounds above, field by field.
mol: Cc1nn(C)cc1C(C(=O)NC1CCCCC1)N(Cc1ccc(F)cc1)C(=O)c1cnccn1 (stereo not given)
  STK33 inh: -0.2
  Kir21 inh: -0.06

mol: NNc1nc2sc3c(c2c(=O)n1-c1ccccc1)CCCC3
  STK33 inh: -0.8
  Kir21 inh: 0.29

mol: Fc1ccc(C2=CC(c3ccco3)n3nnnc3N2)cc1 (stereo not given)
  STK33 inh: -1.5
  Kir21 inh: -0.09

Additional compounds.
SMILES | STK33 inh | Kir21 inh
COc1ccc(NC2=NC(=S)N(c3cccc(C)c3)C23CCCCC3)cc1 | 2.0 | 0.35
CCN(CC(=O)NNC(=O)c1ccccc1)Cc1ccc(OC)c(F)c1 | -1.1 | ·
CCOc1ccccc1N(C(=O)Nc1ccc(Cl)cc1)C1=NCCS1 | -1.0 | 1.06
Cc1ccc(N2C(=O)CC3(CCCC3)CC2=O)cc1 | -0.7 | 1.61
Cc1cc2[nH]c(=O)c(=O)[nH]c2cc1S(=O)(=O)Nc1cccc(Cl)c1C | -1.2 | 0.17
COc1ccc2nc(-c3ccccc3)nc(C3CCCCC3)c2c1 | -1.0 | 1.53
OC(CN1CCCC1)Cn1ccc2ccccc21 (stereo not given) | -1.6 | 0.09
CCOc1ccc(C(=O)N(Cc2ccc(N(C)C)cc2)C2CCS(=O)(=O)C2)cc1 (stereo not given) | -0.9 | -1.19
CC1CCN(C(=O)CSc2n[nH]c(-c3cccs3)n2)CC1 | 0.0 | -1.14
Cc1ccc(-n2c(N)c(C(=O)Nc3ccccc3F)sc2=S)cc1C | -0.6 | 0.67
FC(F)(F)COc1ccc(-c2nnc(SCc3ccccc3)o2)cn1 | 0.0 | 1.94
COCCN(CC1CCCN(C2Cc3ccccc3C2)C1)C(=O)c1cccc(C)c1 (stereo not given) | -3.3 | -0.5
CC(NC(=O)c1ccc([N+](=O)[O-])o1)C12CC3CC(CC(C3)C1)C2 (stereo not given) | -0.1 | 0.73
COC(C/C=C/[C@H](O)[C@@H](C)OCc1ccccc1)OC | -1.7 | 1.75
CN(C)C(CNC(=O)Cc1ccc([N+](=O)[O-])cc1)c1ccccc1 (stereo not given) | 0.3 | 0
COC(=O)c1ccc(NC(=O)CN2CCOCC2)cc1 | -1.1 | 0.71
O=C(CCN1C(=O)S/C(=C/c2ccccc2)C1=O)Nc1ccc(C(=O)O)c(O)c1 | 0.9 | -0.89
O=C(Cn1c(=O)oc2ccccc21)NC(=O)NCc1ccco1 | 1.0 | 0.57
CCOC(=O)c1n[nH]n2c1nc(=S)c1ccccc12 | -0.6 | -1.1
CCOc1ccccc1NC(=O)CN1C(=O)C(C)SC(C)C1=O (stereo not given) | -0.9 | 0.34
CCOC(=O)C1CCN(C(=O)CS(=O)Cc2nc(-c3ccc(C)cc3)oc2C)CC1 (stereo not given) | -0.9 | 1.6
CSc1nnc(CNC(=O)c2ccccc2)n1-c1ccc(F)cc1 | -1.1 | ·
COC(=O)c1sccc1NC(=O)Nc1ccc(OC)cc1 | 9.4 | 0
CCOC(=O)c1cnc2c(C)cccc2c1NCc1ccco1 | 1.4 | -0.04
CC(=O)C1=C(O)C(=O)N(Cc2cccnc2)C1c1ccc(C)cc1 (stereo not given) | · | -1.46
O=C(CSc1nc2ccccc2c2nc3ccccc3n12)NCc1ccco1 | 0.9 | -0.03
O=C(NCc1ccc(Cl)cc1)C1CCN(S(=O)(=O)N2CCOCC2)CC1 | -0.2 | 0.02
COc1ccccc1NC(=O)Cn1c(CCC(=O)O)ccc1-c1ccccc1 | 1.4 | -1.36
CC(Oc1ccccc1)C(=O)NNC(=O)c1ccccn1 (stereo not given) | -1.9 | 0.2
CC(C)CC(=O)Nc1c2c(nn1-c1ccc(F)cc1)CSC2 | 0.5 | -0.9
COc1ccc(C(=O)CSc2nnc(C(CO)NC(=O)c3ccc(OC)cc3)n2C)cc1 (stereo not given) | 0.5 | 0
Cc1ccc(CSc2ccc3nnc(-c4cccnc4)n3n2)cc1 | -0.2 | 2.42
C/C(=N\NC(=O)c1cccnc1)c1ccc(-n2ccnc2)cc1 | -1.0 | 0.62
Cc1ccc(C(=O)Nc2cccc([N+](=O)[O-])c2)cc1S(=O)(=O)Nc1cccc(C(=O)O)c1 | -0.9 | -0.06
COc1cc(S(=O)(=O)Nc2ccc(Br)cc2)ccc1N | -2.0 | -1.08
